Bioassay records deposited in PubChem BioAssay by Emory University Molecular Libraries Screening Center.
14-3-3g Raf: modulators of human 14-3-3 gamma - Raf peptide interaction; FP, 14-3-3gamma / TMR-pS259-Raf peptide binding; AID 422; inhibition, % at 40 µM; P61981; 160,000 tested, 0.19% active; in the data active means inhibition above about 30%;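 further: 0% = protein plus tracer without compound and 100% = blank with tracer alone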
Target sequence (P61981 whole entry, looked up): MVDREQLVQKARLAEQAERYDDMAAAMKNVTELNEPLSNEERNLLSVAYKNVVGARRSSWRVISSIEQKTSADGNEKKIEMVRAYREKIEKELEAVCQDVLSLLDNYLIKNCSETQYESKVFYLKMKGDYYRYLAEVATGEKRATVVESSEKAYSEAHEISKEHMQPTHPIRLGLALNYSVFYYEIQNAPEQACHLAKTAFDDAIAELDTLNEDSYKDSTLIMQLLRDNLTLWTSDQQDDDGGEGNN
Numbers without * were called inactive; & = joins results of further samples. Not all compounds are listed (hit frequency here may not be typical).

Start of the data: the first 6 records, ahead of the listing:
no. | compound | 14-3-3g Raf
1 | Fc1ccc(C2C=C(c3cccnc3)Nc3nc4ccccc4n32)cc1 (configuration not stated) | -2
2 | O=C(COc1ccc(Cl)cc1Cl)N1CCCCCC1 | -5
3 | CC1(C)Cc2c(ccc3ccccc23)CN1C(=O)c1ccc(Br)cc1 | -4
4 | O=C1C2C3c4ccccc4C(c4ccccc43)C2C(=O)N1CN1CCOCC1 (configuration not stated) | -5
5 | Cc1ncc(CN2CCCCC2)c(N)n1 | -3
6 | Cc1ccc(OCCNC(=O)COc2ccc(C3CCCCC3)cc2)cc1 | -1

All compounds of this part, repeating the preview:
no. | compound | 14-3-3g Raf
1 | Fc1ccc(C2C=C(c3cccnc3)Nc3nc4ccccc4n32)cc1 (configuration not stated) | -2
2 | O=C(COc1ccc(Cl)cc1Cl)N1CCCCCC1 | -5
3 | CC1(C)Cc2c(ccc3ccccc23)CN1C(=O)c1ccc(Br)cc1 | -4
4 | O=C1C2C3c4ccccc4C(c4ccccc43)C2C(=O)N1CN1CCOCC1 (configuration not stated) | -5
5 | Cc1ncc(CN2CCCCC2)c(N)n1 | -3
6 | Cc1ccc(OCCNC(=O)COc2ccc(C3CCCCC3)cc2)cc1 | -1
7 | O=C(c1ccco1)N1CCN(c2ccc([N+](=O)[O-])c(NCc3ccccc3)c2)CC1 | -6
8 | CN(C)c1cc[n+](CC(=O)c2ccc(Br)cc2)cc1 | -8
9 | Cc1cc2nc(NCCCO)[nH]c2cc1C | -11
10 | Cc1nc([N+](=O)[O-])cn1-c1nc(-c2ccc(F)cc2)cc(C(F)(F)F)n1 | -4
11 | COc1ccc(Cn2c(=O)[nH]c3cc(C(=O)N4CC=C(c5ccccc5)CC4)ccc3c2=O)cc1 | -16
12 | CC(=O)NS(=O)(=O)c1ccc(NC(=O)CCC2CCCC2)cc1 | -4
13 | Cc1cc(C(=O)CSc2nc3ccccc3c(=O)n2C)c(C)n1Cc1ccc2c(c1)OCO2 | -11
14 | Cc1ccc(CCNC(=O)CN2C(=O)COc3ccccc32)cc1 | -2&-4
15 | CC(C)NC(=O)CCN1C(=O)COc2ccccc21 | 6
16 | CC12NC(=S)NC(c3cc([N+](=O)[O-])ccc3O1)C2C(=O)Nc1ccc(Cl)cc1 (configuration not stated) | -4
17 | Cc1ccc(N2C(=O)Nc3ccc(Br)cc3C2(O)C(=O)NCCC2=CCCCC2)cc1C (configuration not stated) | 3
18 | Cc1ccc(S(=O)(=O)c2c(C)nn(-c3ccccc3)c2OC(=O)c2cccc(F)c2)cc1 | -7
19 | Cc1nc2c(C(=O)N(C)Cc3ccccc3)c[nH]n2c(=O)c1Cc1ccccc1F | 1
20 | CCCCNC(=O)Cn1cnc2sc(C(=O)OCC)c(C)c2c1=O | -3&-2
21 | COc1cccc(C2CC(c3cccs3)=NN2C(=O)CN2CCCCC2)c1OC (configuration not stated) | -33
22 | COC(=O)c1cc(-c2ccc3c(c2)OCO3)nc2ccccc12 | 5
23 | CN(C)CCOC(=O)c1sc2ccccc2c1Cl | -19
24 | O=C(Nc1ncc(S(=O)(=O)c2ccc([N+](=O)[O-])cc2)s1)c1cccc2ccccc12 | 9
25 | COC(=O)C1=C(C)NC(=S)NC1c1cn(-c2ccccc2)nc1-c1ccc(OC)cc1 (configuration not stated) | -9
26 | COc1ccc(-c2cc3cccc(OC)c3oc2=O)cc1 | 1
27 | O=C(Nc1ccc(N2CCOCC2)cc1)c1ccc(S(=O)(=O)N2CCCCC2)cc1 | -7
28 | CCc1noc(C)c1C(=O)NCCc1ccc(OC)c(OC)c1 | -2
29 | COC(=O)c1ccc(C2C3=C(CCCC3=O)Nc3ncnn32)cc1 (configuration not stated) | -2
30 | O=C(Nc1ccc(-c2noc(Cc3ccc([N+](=O)[O-])cc3)n2)cc1)c1ccccn1 | -1
31 | CCOC(=O)c1ccc(NC(=O)c2ccc(NS(C)(=O)=O)cc2)cc1 | -4
32 | COc1ccccc1NC(=O)c1cc2c(=O)n(C)c3ccccc3c2s1 | -7
33 | CCOC(=O)N1CCN(c2ncnc3c2[nH]c2ccc(OC)cc23)CC1 | -1
34 | CC(/C=C/c1cccc(Oc2ccc(F)cc2)c1)N(O)C(N)=O (configuration not stated) | -7
35 | O=C1c2ccccc2C(=O)N1CCSc1nnc(SCCN2C(=O)c3ccccc3C2=O)s1 | -13
36 | CN1c2ccccc2Oc2nnc(Cl)cc21 | 5
37 | COc1ccc(NC(=O)CN2CCN(S(=O)(=O)c3cccc([N+](=O)[O-])c3)CC2)cc1Cl | -4
38 | CCSc1nc2c(c(=O)[nH]1)C(c1ccc(OC)cc1)C1=C(CC(C)(C)CC1=O)N2 (configuration not stated) | -4
39 | CC1=C(C(=O)OCc2ccccc2)C(c2ccc([N+](=O)[O-])cc2)C2=C(CCCC2=O)N1 (configuration not stated) | -2
40 | CC(C)c1nnc(NC(=O)c2cccs2)s1 | -3
41 | COC(=O)c1ccc(Nc2nc(-c3ccc([N+](=O)[O-])cc3)nc3ccccc23)cc1 | -1
42 | Cc1nc([N+](=O)[O-])c(Br)n1Cc1ccccc1 | 4
43 | CCCCSC1=NC(=O)CC(=O)N1 | -19
44 | Cc1ccc(OCC(=O)Nc2cccc(-c3nnc(-c4ccccc4)o3)c2)cc1 | 3
45 | Cc1noc(C)c1COC(=O)C1COc2ccccc2O1 (configuration not stated) | -12
46 | O=[N+]([O-])c1cccc(S(=O)(=O)c2ccc(O)c([N+](=O)[O-])c2)c1 | 0
47 | NC(=O)C1CCN(C(=O)C2CCC(CNS(=O)(=O)c3ccccc3)CC2)CC1 (configuration not stated) | -9
48 | C#CCn1c(=NC(=O)CSCC(=O)N2CCOCC2)sc2ccccc21 | 4
49 | Cc1ccc(Nc2ncnc3c2cnn3-c2ccc(Cl)cc2)cc1Cl | -11
50 | O=C1CCc2cc(S(=O)(=O)NC3CCCCC3)ccc2N1 | -25

Following part.
no. | compound | 14-3-3g Raf
51 | CCN(Cc1ccccc1)S(=O)(=O)c1ccc(F)c(C(=O)Nc2cccc(Cl)c2C)c1 | -3
52 | COc1cccc2c1OC1(CCC(C)CC1)N1N=C(c3cccs3)CC21 (configuration not stated) | -6
53 | COc1cc(NC(=O)c2cc3nc(-c4ccc(Br)cc4)cc(C(F)(F)F)n3n2)cc(OC)c1OC | -4
54 | CCOC(=O)C1=C(C)NC2=C(C(=O)CCC2)C1c1cc(OC)ccc1OC (configuration not stated) | -2&-5
55 | Cc1ccc(S(=O)(=O)Cn2nnnc2C(CC(C)C)N2CCN(C(=O)c3ccco3)CC2)cc1 (configuration not stated) | 2
56 | Cc1ccc(CN2C(=O)CCC2(C)C(=O)NC2CCCCCC2)cc1 (configuration not stated) | -2
57 | COc1ccc(NS(=O)(=O)c2cc(Br)cc3c2N(C(C)=O)C(C)C3)cc1OC (configuration not stated) | -4
58 | O=C(NC1CCCCC1)C1CCCN(S(=O)(=O)c2cccc3nsnc23)C1 (configuration not stated) | 5
59 | Cc1nc(NC(=O)c2ccco2)sc1C(=O)Nc1ccc(Br)cc1 | -3
60 | Cc1ccc(C(=O)Oc2cccc(C(=S)N3CCCCC3)c2)cc1 | -7
61 | Cc1nc(N)sc1-c1csc(N)n1 | -9
62 | CCN(CC)c1ccc([N+](=O)[O-])cc1C=Nc1ccc2c(c1)oc1ccccc12 | 2
63 | CCN(CC)CCNC(=O)CCCCn1c(=S)[nH]c2c([nH]c3ccc(OC)cc32)c1=O | -8
64 | CCS(=O)(=O)N1CCC(C(=O)NCc2cccs2)CC1 | -4&-7
65 | O=C(CSCc1cccc(F)c1)NCc1ccccc1 | -9
66 | CCCn1c(C)cc(C(=O)CN2C(=O)c3ccccc3C2=O)c1C | -2
67 | CC1=CCC(C(C)(C)NC(=O)c2ccccc2)C/C1=N\O (configuration not stated) | 4
68 | CC(C)CCNC(=O)c1ccc(CS(=O)(=O)Cc2ccc(Cl)cc2)o1 | 1
69 | CCOC(=O)c1c(C)c(C(=O)NCCc2ccc(S(N)(=O)=O)cc2)c(C)n1CC | -6
70 | COc1ccc(OC)c(C2/C(=C(\O)c3ccccc3)C(=O)C(=O)N2c2cccnc2)c1 (configuration not stated) | -3
71 | Cc1ccc(NC(=O)N2CCC(C(=O)NCC(C)C)CC2)cc1 | -6
72 | Cc1c(NS(=O)(=O)N2CCCC2)c(=O)n(-c2ccccc2)n1C | -13
73 | Cc1ccc(Cn2ccc(NC(=O)c3cc(-c4ccc5c(c4)OCO5)on3)n2)cc1 | -9&-14
74 | COc1ccc(CC(=O)N2CCN=C2SCc2ccccc2C)cc1 | -5
75 | CC1=C(C(=O)OCC(C)C)C(c2ccc(F)cc2)NC(=O)N1 (configuration not stated) | -2&-1
76 | COc1ccc(/C=N/n2cnnc2SCc2ccccc2)cc1 | -10
77 | COc1ccc(OC)c(NC(=O)c2c(NCc3ccc(C)o3)sc3c2CCC3)c1 | -243
78 | C=CCc1ccccc1OCC(O)CN1CCN(c2cc(Cl)ccc2C)CC1 (configuration not stated) | 2
79 | Cc1ccccc1C1C(CN2CCOCC2)=C(c2ccccc2)Oc2ccccc21 (configuration not stated) | -3
80 | Cc1cc(OCC(=O)N2CCOCC2)cc2oc(=O)c3ccccc3c12 | -8

As a working copy, four of the compounds above:
no. | compound | 14-3-3g Raf
1 | Fc1ccc(C2C=C(c3cccnc3)Nc3nc4ccccc4n32)cc1 (configuration not stated) | -2
2 | O=C(COc1ccc(Cl)cc1Cl)N1CCCCCC1 | -5
3 | CC1(C)Cc2c(ccc3ccccc23)CN1C(=O)c1ccc(Br)cc1 | -4
4 | O=C1C2C3c4ccccc4C(c4ccccc43)C2C(=O)N1CN1CCOCC1 (configuration not stated) | -5

(more compounds)
no. | compound | 14-3-3g Raf
81 | O=C(CCN1C(=O)c2ccccc2C1=O)Nc1ccccc1C(=O)N1CCCC1 | -10
82 | CCC(=O)N1CCc2cc(S(=O)(=O)NC(C(=O)NC3CCCCC3C)C(C)C)ccc21 (configuration not stated) | -3
83 | COc1ccccc1Cn1c(=S)[nH]c2cc(C(=O)NCc3ccc(C)cc3)ccc2c1=O | -3
84 | CN(C(=O)c1ccc(Sc2ccccc2Cl)c([N+](=O)[O-])c1)C1CCCCC1 | -8
85 | CCCCC1CCC(c2nc(Cc3ccccc3)no2)CC1 (configuration not stated) | -1
86 | Cc1nc2ccc3nc(NC(=O)c4ccc(S(=O)(=O)N(C)C5CCCCC5)cc4)sc3c2s1 | -10
87 | Cc1cc(N2CCN(C)CC2)nc2ccc(NC(=O)c3cccnc3Cl)cc12 | -35
88 | CCOC(=O)N1CCN(C(=O)c2ccc(CS(=O)(=O)c3ccc(OC)cc3)o2)CC1 | -2
89 | Cc1ccc(Oc2c(F)c(F)nc(N3CCCC3)c2F)cc1 | 1
90 | CC(C)OCCCNC(=O)c1cccc(N2CCCC2=O)c1 | -12
91 | c1ccc2c(N3COc4ccc5ccccc5c4C3)cccc2c1 | -12
92 | CCOC(=O)c1cc(-c2ccccc2)sc1NC(=O)C(C)Sc1nnnn1C (configuration not stated) | 1
93 | CCC(C)NC(=O)c1cc(=O)n(Cc2ccc(Cl)cc2)c2ccccc12 (configuration not stated) | -4
94 | CCN1C(=O)CC(C)=Nc2ccccc21 | -3
95 | Cc1c(N=C/C=C2\N(C)c3ccccc3C2(C)C)c(=O)n(-c2ccccc2)n1C | -2
96 | O=C(C1CSC2(c3ccc(F)cc3)CCC(=O)N12)N1CCCCCC1 (configuration not stated) | 5
97 | Cc1ccc(-n2c(=O)c3c(C)c(C)sc3n(CC(=O)N3CCCCCC3)c2=O)cc1C | -3
98 | COCCNC(=O)C1CCN(S(=O)(=O)c2ccccc2)CC1 | 0
99 | O=C(Oc1cccccc1=O)c1ccc([N+](=O)[O-])cc1 | 11
100 | O=C(Nc1ccc(-c2nc3ccccc3s2)c(O)c1)c1cccc([N+](=O)[O-])c1 | -42
101 | Cc1cc2c(cc1C)NC(c1ccc([N+](=O)[O-])o1)C1=C(CC(C)(C)CC1=O)N2 (configuration not stated) | 3
102 | COCCN1C(=O)c2ccccc2C(C(=O)Nc2ccccc2C)C1c1c[nH]c2ccccc12 (configuration not stated) | 1
103 | CCN(CC)c1cc(C)c2cc(NC(=O)Cn3nc(C(F)(F)F)cc3C)ccc2n1 | -4
104 | CC(=O)CCc1oc2ccc([N+](=O)[O-])cc2c1-c1ccc(C)o1 | -3
105 | Cc1ccc(O)c(C2=Nc3ccccc3N=C(c3ccco3)C2)c1 | -2
106 | Cc1ccc(CNC(=O)CCCC2=NS(=O)(=O)c3ccccc3N2)cc1 | -4
107 | O=C(c1ccc(F)cc1)N1CCC(C(=O)N2CCN(c3ccc(F)cc3)CC2)CC1 | -3
108 | CCN(C(=O)CSc1ncn[nH]1)c1cccc2ccccc12 | -4
109 | N#CC1=C(SCc2ccccc2)NC(=O)C(C#N)C12CCCC2 (configuration not stated) | -4
110 | COc1ccc(C2C(C(=O)OC3CCCC3)=C(C)NC3=C2C(=O)CCC3)cc1O (configuration not stated) | 17
111 | Cc1ccc(C)c(C(=O)c2c(C)nc3sccn23)c1 | 2
112 | O=C(Cc1ccc(F)cc1)N(c1ccc(F)cc1)C1C=CS(=O)(=O)C1 (configuration not stated) | 8
113 | CCOC(=O)C1CCN(C(=O)c2cc3c(=O)n4ccccc4nc3s2)CC1 | -2
114 | N#Cc1c(N)nc2c(c1-c1cccc(O)c1)CCCCCC2 | 0&14
115 | Cc1ccc2nsnc2c1S(=O)(=O)N(Cc1cc2cccc(C)c2[nH]c1=O)CC1CCCO1 (configuration not stated) | -2
116 | CC(=O)Nc1cc(C(=O)NC2CCCC(C)C2C)ccc1S(=O)(=O)c1ccc(Cl)cc1 (configuration not stated) | 2
117 | NC(=O)c1cc2ccccc2oc1=NCc1ccccc1 | -18
118 | COc1cc(C)nc(N(CC(=O)O)S(=O)(=O)c2ccc(C)cc2)n1 | 5
119 | COC(=O)c1cc(OC)c(OC)cc1NC(=O)CN1CCCCC1 | 8
120 | COc1ccc(Cl)cc1NC(=O)CSc1nncn1-c1cccnc1 | -10
121 | CC(=O)c1ccc(N2CCN(C(=O)c3ccccc3F)CC2)c(F)c1 | -3
122 | Cc1ccc2oc3c(c(=O)c2c1)C(c1ccc(F)cc1)N(CCCN1CCOCC1)C3=O (configuration not stated) | 4
123 | Cc1cc(C)c(C#N)c(SCC(=O)NCCc2ccccc2)n1 | -1
124 | Cn1nnc(NC(=O)CSc2ncn[nH]2)n1 | -7
125 | Cc1ccc2nc(SCC(=O)NCC3CCCO3)c(C#N)cc2c1 (configuration not stated) | -11
